DENV2 CPE: inhibitors of DENV2 cytopathic effect; DENV2-infected cells, cytopathic effect rescue, plate reader; CPE inhibition, % at 9.99 µM; 350,000 tested, 1.7% active; AID 651640; in the data active = CPE inhibition above about 20%, passing the limit was not always enough; inconclusive = no clear call, values can overlap the other calls; tested in BHK-21 cells;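 note: 0% = median of neutral control wells and 100% = median of positive control wells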
PAX8 inh HTS: lowers PAX8-driven luciferase in RMG-I cells; RMG-I TPO-luciferase reporter, SteadyGlo, 24 h; 360,000 tested, 1.2% active; AID 652154; inhibition, % at 12.6 µM;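 active = mean replicate inhibition at least 60% with every replicate also reaching 60%; inconclusive = only one of the two criteria is met; inactive = mean below 60% and not all replicates reaching 60%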;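 note: luciferase light reporting Pax8 driven TPO promoter activity; plate controls were median of neutral control wells for no effect and mitoxantrone controls for full effect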
SIRT5 block: sirtuin-5 (human) deacylase inhibition | Q9NXA8 | Purified SirT5, succinyl-peptide AMC, trypsin-coupled fluorescence | inhibition, % at 15 µM | 330,000 tested, 1.1% active | AID 652115; in the data active = inhibition above about 15%; inconclusive = no clear call, values can overlap the other calls
Target sequence (Q9NXA8 whole entry, looked up): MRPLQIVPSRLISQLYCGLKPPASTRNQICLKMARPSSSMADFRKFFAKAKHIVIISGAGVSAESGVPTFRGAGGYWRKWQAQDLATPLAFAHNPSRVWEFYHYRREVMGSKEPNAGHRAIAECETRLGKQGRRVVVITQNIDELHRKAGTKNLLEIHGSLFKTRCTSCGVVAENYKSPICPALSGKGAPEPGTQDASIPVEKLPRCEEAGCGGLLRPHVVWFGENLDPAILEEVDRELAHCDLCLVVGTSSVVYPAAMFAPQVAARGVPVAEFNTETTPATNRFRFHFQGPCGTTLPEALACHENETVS
CASP6 VEID inh: inhibitors of human caspase-6 | P55212 | purified caspase-6, Z-VEID-R110 cleavage fluorescence | inhibition, % at 12.5 µM | 350,000 tested, 0.53% active | AID 686996;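 active = mean inhibition across replicates at least about 35%, with every replicate also reaching that limit, limit read from the data; inconclusive = only one of the two criteria met; inactive = neither criterion met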;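 note: 0% = median of neutral control wells and 100% = no fluorescence left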
Target sequence (P55212 24-179 limits assumed): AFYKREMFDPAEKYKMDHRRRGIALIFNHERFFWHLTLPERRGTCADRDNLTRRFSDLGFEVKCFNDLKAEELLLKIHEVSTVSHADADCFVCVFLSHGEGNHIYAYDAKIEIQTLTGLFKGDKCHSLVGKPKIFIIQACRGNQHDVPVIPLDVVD
Target sequence (P55212 194-293 limits assumed): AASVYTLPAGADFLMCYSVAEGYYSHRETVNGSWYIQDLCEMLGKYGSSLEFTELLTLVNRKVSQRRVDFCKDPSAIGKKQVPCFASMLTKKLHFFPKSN
ARNT-TACC3 inh: disruptors of human ARNT/TACC3 interaction | 390,000 tested, 0.66% active | inhibition, % at 9.99 µM | Q9Y6A5 | AlphaScreen His-ARNT PAS-B/GST-TACC3 binding, luminescence; TACC3 fragment carries E629A point mutation;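 active = mean inhibition of replicates at least 50% and at least half of replicates each reaching 50%; inconclusive = half or more replicates reach 50% but mean below 50%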;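 note: 0% = complete ARNT plus TACC3 wells and 100% = ARNT alone without TACC3; many hits fall short of the cut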
LGR2 inh: inhibitors of bursicon-induced Drosophila LGR2 receptor cAMP signaling. 380,000 tested, 0.35% active. inhibition, % at 9.99 µM. HEK293 LGR2, CRE-luciferase, bursicon-stimulated, 4 h. AID 720647;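 active = drop in luminescence signal, shown as inhibition above about 50% in the replicate tests, limit read from the data, passing the limit was not always enough; inconclusive = probably only some replicates passing the limit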;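 note: agonist challenge used bursicon conditioned medium at about half maximal strength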
EWS-Fli block: EWS/Fli transcriptional activity inhibition | A673 NR0B1-luciferase reporter, viability-normalised | inhibition, % at 12.6 µM | 350,000 tested, 0.67% active | AID 651661;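 active = mean inhibition of at least 50% after viability correction, with every replicate also passing that limit; inconclusive = mean reaches 50% but only one of two replicates passes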;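 note: firefly luciferase signal divided by Alamar Blue viability fluorescence both relative to DMSO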
An asterisk follows results filed as active; ? = inconclusive; / = not tested or not shown. An unsorted share of the library. Share with any hit: about 4.9%.

The opening 3 compounds (preview)
no.	Molecule	PAX8 inh HTS	EWS-Fli block	CASP6 VEID inh	LGR2 inh	SIRT5 block	DENV2 CPE	ARNT-TACC3 inh
1	CCOC(=O)C1CCN(C(=O)c2ccc3c(=O)n4nc(Nc5ccccc5CC)sc4nc3c2)CC1	-21	-15	1	28	/	0	/
2	COC(=O)Cc1ccc(NC(=S)NCCSc2ccc(C)cc2)cc1	-92	12	-1	28	-3	2	/
3	CN(C(=O)CSc1ncnc2sccc12)C1CCCCC1	-183	-87	0	-38	-6	-6	-4

The whole of this part (from the top)
no.	Molecule	PAX8 inh HTS	EWS-Fli block	CASP6 VEID inh	LGR2 inh	SIRT5 block	DENV2 CPE	ARNT-TACC3 inh
1	CCOC(=O)C1CCN(C(=O)c2ccc3c(=O)n4nc(Nc5ccccc5CC)sc4nc3c2)CC1	-21	-15	1	28	/	0	/
2	COC(=O)Cc1ccc(NC(=S)NCCSc2ccc(C)cc2)cc1	-92	12	-1	28	-3	2	/
3	CN(C(=O)CSc1ncnc2sccc12)C1CCCCC1	-183	-87	0	-38	-6	-6	-4
4	O=C(CN1C(=O)c2ccc([N+](=O)[O-])cc2C1=O)Nc1nccs1	10	3	0	13	-2	0	33
5	CCO[C@H]1C[C@@H](c2ccc(CC)cc2)N(S(=O)(=O)c2ccc(C)cc2)C2CC(c3ccc(CC)cc3)N(S(=O)(=O)c3ccc(C)cc3)CC21 (stereo partly specified)	-15	-1	-2	3	3	3	/
6	CCN1[C@H](C(=O)NCC(F)(F)F)[C@@H](CO)[C@@H]2Cn3c(ccc(-c4ccccc4)c3=O)[C@@H]21	-2	-5	/	0	-3	17	/
7	O=C(C[C@H]1CC[C@H]2[C@@H](COC[C@@H](O)CN2C(=O)Nc2cc(Cl)cc(Cl)c2)O1)NCC1CCCCC1	52	-1	0	-5	0	3	2
8	C[C@H](CO)N1C[C@H](C)[C@@H](CN(C)CC2CCCCC2)OCCCC[C@H](C)Oc2ccc(NS(=O)(=O)c3cccs3)cc2C1=O	-5	2	0	-16	-1	3	-3
9	C[C@H](CO)N1C[C@H](C)[C@H](CN(C)C(=O)Nc2cccc3ccccc23)Oc2ccc(NC(=O)Nc3ccc(F)cc3)cc2C1=O	6	0	1	-1	-1	-5	1
10	CCOc1ccc(/C=N/NC(=O)C(O)c2ccccc2)c(O)c1 (stereo unspecified)	-19	-4	-3	-10	-2	2	21
11	O=C(Nc1cccc(F)c1)N1CC(=O)N2[C@H](CO)[C@H](c3ccc(-c4ccccc4)cc3)[C@H]2C1	12	16	1	-5	5	0	/
12	C[C@H](CO)N1C[C@H](C)[C@H](CN(C)Cc2ccc(C(F)(F)F)cc2)Oc2ccc(NC(=O)NC3CCCCC3)cc2C1=O	/	11	0	9	8	-7	0
13	O=C(Nc1ccccc1)[C@H]1[C@H](CO)[C@H]2Cn3c(ccc(C4=CCCCC4)c3=O)[C@H]2N1Cc1ccccn1	12	4	8	-9	2	-11	/
14	CCCC#Cc1ccc([C@@H]2[C@@H](CO)N3CCCCN(Cc4cncnc4)C[C@@H]23)cc1	-7	-1	0	3	-8	26*	5
15	Cc1cc(=O)n2c3ccccc3n(CC(O)CN3CCN(Cc4ccccc4)CC3)c2c1C#N (stereo unspecified)	-13	7	3	-3	-2	-3	21
16	COc1ccc(NC(=O)c2sc(Cl)nc2-c2ccccc2)cc1	14	3	2	5	-4	-8	-2
17	C=CCOC(=O)C1=C[C@H](c2coc3ccccc3c2=O)[C@@H](CCCO)[C@H](OCC)O1	3	5	-2	-27	-5	-3	-7
18	S=c1[nH]nc(-c2ccccn2)n1/N=C/c1cccc(Cl)c1	3	6	2	3	-4	6	61*
19	CN1C(=O)c2cc(NC(=O)Nc3ccccc3F)ccc2OC[C@@H]2O[C@@H](CC(=O)NCCc3ccncc3)CC[C@H]21	2	3	/	3	/	/	/
20	COc1cccc(OCc2cc(C(=O)N3CCN(c4ccccc4OC)CC3)no2)c1	-115	-90	0	-27	1	3	/

Sorted by the number under SIRT5 block (low to high): three from the list above
entry | structure | CASP6 VEID inh | LGR2 inh | SIRT5 block | DENV2 CPE | ARNT-TACC3 inh
16 | COc1ccc(NC(=O)c2sc(Cl)nc2-c2ccccc2)cc1 | 2 | 5 | -4 | -8 | -2
20 | COc1cccc(OCc2cc(C(=O)N3CCN(c4ccccc4OC)CC3)no2)c1 | 0 | -27 | 1 | 3 | /
13 | O=C(Nc1ccccc1)[C@H]1[C@H](CO)[C@H]2Cn3c(ccc(C4=CCCCC4)c3=O)[C@H]2N1Cc1ccccn1 | 8 | -9 | 2 | -11 | /

Further structures.
no.	Molecule	PAX8 inh HTS	EWS-Fli block	CASP6 VEID inh	LGR2 inh	SIRT5 block	DENV2 CPE	ARNT-TACC3 inh
21	CCN(CC)C(=O)[C@H]1CC(CC(=O)NC(C)(C)C)C(=O)N2CCc3c([nH]c4ccc(OC)cc34)[C@]12C (stereo partly specified)	4	-3	0	-12	/	-2	-7
22	Cc1cccnc1NC(=O)CN1C(=O)NC(C)(c2ccc3ccccc3c2)C1=O (stereo unspecified)	5	2	1	-23	-1	14	-4
23	Cc1cc(-c2ccccc2)nc(SCc2ccc(C(=O)O)cc2)n1	10	12	1	3	1	-2	-2
24	COc1ccc(C#Cc2cnc3c(c2)C(=O)N([C@H](C)CO)C[C@H](C)[C@H](CN(C)C(C)=O)O3)cc1	/	-11	1	3	0	-1	5
25	C#CCOCCOCCOCCNc1nc(N2CCN(C(=O)C(Cc3ccc(O)cc3)n3cc(C(N)CC(C)C)nn3)CC2)nc(N2CCN(C(=O)C(Cc3ccc(O)cc3)n3cc(C(N)C(C)CC)nn3)CC2)n1 (stereo unspecified)	-5	3	-7	-20	/	-12	/
26	Cc1ccc2oc(C(F)(F)C(F)F)cc(=O)c2c1	-24	2	3	-19	-1	0	-7
27	CCOc1ccc(OCC)c(NC(=O)CN2CCN(c3cccc(C)c3C)CC2)c1	/	16	/	2	-5	-6	-4
28	O=C(CNCC1CCCCC1)Nc1ccc(OC(F)(F)F)cc1	22	-1	0	-18	-4	-3	/
29	COc1ccccc1N1CCN(C(=O)c2cc3cc(F)ccc3[nH]2)CC1	31	6	0	5	1	6	3
30	Cc1ccc(NC2CCCN(C(=O)CCN3CCCCO3)C2)cc1C (stereo unspecified)	-6	/	5	-15	2	?	3
31	Cc1cccc(-n2c(C)cc(/C=N/NC(N)=S)c2C)c1	9	-5	/	-2	/	/	1
32	Cc1cc(C(=O)Nc2cccc3c2O[C@@H](CN(C)C(=O)Nc2cccc4ccccc24)[C@@H](C)CN([C@H](C)CO)C3=O)n(C)n1	15	-4	-1	11	1	-5	2
33	CC(=O)Nc1ccc(/C=N/NC(=O)CCN2CCN(c3ccccc3)CC2)cc1	-9	3	-3	2	-3	/	14
34	CN(Cc1ccc(F)cc1)C(=O)CCc1nnc(-c2ccccc2)o1	-132	-78	3	-59	-5	7	4
35	O=C(Nc1cccnc1Cl)C1=NN(c2ccccc2)C(=O)CC1	12	/	3	-32	0	5	1
36	Cc1ccc(S(=O)(=O)N(C)C[C@H]2Oc3ccc(NC(=O)CCCCCC(=O)Nc4ccccc4N)cc3CC(=O)N([C@@H](C)CO)C[C@@H]2C)cc1	-22	-8	0	-29	-3	-4	-3
37	CCc1cc(C(=O)NCC(c2ccc(OC)cc2)N2CCOCC2)sc1C (stereo unspecified)	-4	13	-2	-25	-2	-14	/
38	CC(C)(C)OC(=O)N[C@H](C(=O)OC(C)(C)C)c1ccc2c(c1)OCO2	-29	6	2	-1	-1	-6	0
39	COC(=O)CNC(=S)NC(=O)c1ccc(C(C)(C)C)cc1	-53	10	0	-39	-7	-7	2
40	CC(=O)Nc1cc(-c2ccccc2)cn2c(-c3ccc(F)cc3)cnc12	14	1	-3	9	/	?	/

A few values from the list.
In DENV2 CPE, #35 reads 5
In PAX8 inh HTS, #36 reads -22
In ARNT-TACC3 inh, #33 reads 14
In LGR2 inh, #40 reads 9
In PAX8 inh HTS, #37 reads -4
In PAX8 inh HTS, #34 reads -132

Further records:
no.	Molecule	PAX8 inh HTS	EWS-Fli block	CASP6 VEID inh	LGR2 inh	SIRT5 block	DENV2 CPE	ARNT-TACC3 inh
41	O=C1/C(=C/c2ccncc2)Oc2cc(OS(=O)(=O)c3ccccc3)ccc21	0	22	-2	-9	-2	9	1
42	O=C(O)c1cccc(-c2csc(C(O)c3cccc(Cl)c3)n2)c1 (stereo unspecified)	-43	-14	7	-35	-3	46*	/
43	CN(C)S(=O)(=O)c1ccc(-c2csc(-c3cccnc3)n2)cc1	-40	-8	4	11	-4	-1	1
44	CN(C)C(=O)C[C@@H]1C=C[C@H](NC(=O)NC2CCCCC2)[C@H](CO)O1	3	1	5	-5	1	-10	-11
45	O=C(Nc1ccccc1N1CCOCC1)C1CCN(S(=O)(=O)c2cccc(C(F)(F)F)c2)CC1	11	/	/	11	/	/	-2
46	O=C(Nc1ccccc1)N1CC(=O)N2[C@H](C1)[C@H](c1ccc(C#CC3CCCCC3)cc1)[C@@H]2CO	/	22	0	-3	-2	-6	/
47	O=C(O)CCNC(=O)/C(=C\c1ccco1)NC(=O)c1ccco1	7	1	4	-4	5	6	28
48	CSCCC(N=C1NS(=O)(=O)c2ccccc21)C(=O)NCc1ccccc1F (stereo unspecified)	4	5	1	17	0	4	6
49	CCOc1ccc(/C=N/NC(=O)CCC(=O)Nc2ccc(F)cc2)cc1	8	-2	-1	1	-6	9	20
50	COC(=O)C(=O)C1CCc2c(Cl)cc(OC)c(OC)c2C1=O (stereo unspecified)	32	-70	79*	/	0	65*	4
51	Cc1ccc(S(=O)(=O)NCC2CCCO2)cc1[N+](=O)[O-] (stereo unspecified)	15	/	/	-5	/	/	-2
52	O=C(C1CCCC1)N1[C@H](CO)[C@@H]2c3ccccc3NC[C@@H]21	/	1	0	4	4	-7	/
53	COc1ccc(N2CCN(C(c3cccs3)C(C)NC(=O)c3ccc4c(c3)OCO4)CC2)cc1 (stereo unspecified)	-13	8	-1	/	-6	-5	1
54	CC(=O)Nc1ccc(S(=O)(=O)N[C@@H](C)C(=O)OCC(=O)Nc2ccc3c(c2)OCCO3)cc1	-15	-5	-1	-2	1	1	-33
55	Cc1noc(C)c1S(=O)(=O)Nc1cccc2c1O[C@H](CN(C)Cc1ccc(C(=O)Nc3ccccc3N)cc1)[C@H](C)CN([C@@H](C)CO)C2=O	/	39	-5	6	6	?	-9
56	COC(=O)[C@H]1[C@H](CO)[C@H]2Cn3c(ccc(-c4ccc(F)cc4)c3=O)[C@H]2N1Cc1ccccn1	/	-3	3	-12	-5	2	22
57	C[C@@H]1CN([C@H](C)CO)C(=O)c2cc(NC(=O)Nc3ccc(C(F)(F)F)cc3)ccc2O[C@@H]1CN(C)S(=O)(=O)c1cn(C)cn1	/	0	-3	-2	15	-5	-7

Screening results as filed in PubChem BioAssay.
